Screening data (PubChem)
mHtt clearance: compounds clearing mutant huntingtin protein; HeLa Exon1htt(103Q)mCFP, aggregate imaging; zero = plate's median compound well; inhibition, % at 1.5 µM; hit rate 0.42% among 47,000; AID 853;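 active = inhibition of aggregate fluorescence above about 70%, also judged a hit by eye on the cell image, limit read from the data, passing the limit was not always enough; inconclusive = no rule stated for this call; inactive = not judged a hit on image review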;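 also: cells exposed to compound for three days before fixation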
mHtt clearance grain fraction: further read-out of mHtt clearance, marked with its call; fraction fluorescence in grains; measured here: aggregate grain fluorescence fraction; hits give low values;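 scaled fraction of total cell fluorescence in grains with unit not stated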
Numbers without * were called inactive; u = inconclusive; x = no result given.

SMILES	mHtt clearance	mHtt clearance grain fraction
O=C1NC(c2cc3c(cc2Cl)OCO3)Oc2ccccc21 (stereo not drawn)	u	x
O=C(Cc1ccc2cccnc2c1)c1ccc(O)cc1O	1	28
CCCCOCCCNS(=O)(=O)c1ccccc1	1	39
Cn1c(NCc2cccnc2)nc2c1c(=O)n(Cc1ccccc1F)c(=O)n2C	-24	22
Cc1c(C(=O)N2CCCC2)sc(NC(=O)c2ccc(Cl)cc2)c1C#N	23	14
CCCC12CN3CC(C)(CN(C1)C3c1ccc(OC(C)C)cc1)C2=O (stereo not drawn)	-10	40
Cn1c(=O)c2c(nc(SCc3ccccc3)n2Cc2ccc(Cl)cc2)n(C)c1=O	-20	22
COc1ccc(CCNS(=O)(=O)c2cn(C)c(=O)n(C)c2=O)cc1	-52	62
CCn1cc([N+](=O)[O-])c(C(=O)N2N=C(c3ccc4ccccc4c3)CC2c2cc(Br)ccc2O)n1 (stereo not drawn)	-164	51
Cc1ccc(-c2nnn(CC(=O)N(Cc3ccco3)C(C(=O)NC3CCCC3)c3cccs3)n2)o1 (stereo not drawn)	-17	23
CCCCCCNc1cc2n(c(=O)n1)CCc1cc(OC)c(OC)cc1-2	63	7.7
O=c1[nH]nnc2sc3c(c12)CCCC3	29	13
COc1ccc(CCNC(=O)C2CC(c3c(Cl)cccc3Cl)=NO2)cc1 (stereo not drawn)	12	34
COc1ccc(NC(=O)Nc2cc(C)ccc2F)cc1	57	9.1
CCCCCn1c(=O)[nH]c2cc(C(=O)N3CCN(Cc4ccc5c(c4)OCO5)CC3)ccc2c1=O	12	16
Cc1cc(C(=O)N2CCN(Cc3ccccc3)CC2)on1	18	30
N#CC1=C2SCN(c3ccc(F)cc3)CN2C(=O)CC1c1cccc(F)c1 (stereo not drawn)	13	43
O=C(OCc1cn(-c2ccc(Cl)cc2)nn1)c1ccccc1	4	20
CCOc1ccc2cc(C#N)c(SCC(=O)NC(C)CC)nc2c1 (stereo not drawn)	53	9.9
COc1ccc(/C=C(\NC(=O)c2ccc(OC)c(OC)c2)C(=O)NCCc2c[nH]c3ccccc23)cc1	-62	62
Fc1ccccc1CSc1nnc(-c2cnccn2)n1Cc1ccco1	6	19
O=S(=O)(c1cccs1)N1CCN(C/C=C/c2ccccc2)CC1	-24	25
CCN(CC)CC(=O)Nc1ccc2c(c1)Nc1ccccc1CC2	-14	48
COc1cccc(OCCCCN2CC(C)OC(C)C2)c1 (stereo not drawn)	-22	24
O=c1c2ccccc2[nH]c(=S)n1CCCN1CCN(C2CCCCC2)CC1	24	15
SMILES	mHtt clearance	mHtt clearance grain fraction
CCCc1n[nH]c(=O)[nH]1	-16	40
CCOC(=O)c1ccc(NC(=O)Cn2nnc(-c3ccccc3)n2)cc1	33	27
COc1cc2c(cc1OC)C(/C(C#N)=N\O)=NC(C)(C)C2	47	9.8
c1cc2nnnn2nc1N1CCCCC1	47	18
Brc1ccc(CSc2nnc(Cc3c[nH]c4ccccc34)o2)cc1	-9	22
Cc1ccnc(SCC(=O)N2CCN(c3cccc(Cl)c3)CC2)n1	27	12
CCc1nnc(SCc2ccc(CSc3nnc(CC)n3N)cc2)n1N	0	20
CC[n+]1cc(-c2ccccc2)nc(N2CCOCC2)n1	69	9.3
CC(C)C(C(=O)C=[N+]=[N-])N1C(=O)c2ccccc2C1=O (stereo not drawn)	23	24
CCOC(=O)c1ccc(NCc2nc3ccccc3[nH]2)cc1	4	30
Cc1ccc2[nH]c3c(NCc4ccco4)ncnc3c2c1	2	20
CCN(CC(F)(F)C(F)F)S(=O)(=O)c1ccc(NC(=O)OC)cc1	16	17
CC(C)(C)c1nc2scc(-c3ccc(Cl)cc3)c2c(=O)o1	3	23
OCCN1CCN(C(=S)c2ccc(Cl)c(Cl)c2)CC1	24	14
COc1ccc(OC)c(NC(=O)CCN2CCN(Cc3ccccc3)CC2)c1	9	34
O=C(CC(NS(=O)(=O)c1ccc(Cl)cc1)c1ccco1)NCc1cccnc1 (stereo not drawn)	36	21
O=C(NC1CCCC1)c1cccnc1N1CCCCCC1	9	32
CCOC(=O)Cc1csc(NC(=O)CSc2nnc(C)n2C)n1	32	14
COC(=O)[C@H](C)NC(=O)Nc1ccccc1F	-15	20
Brc1ccc(-c2nc3ncccn3c2Nc2ccc3c(c2)OCCO3)o1	-8	21
CCCc1nc2ccccc2c(C(=O)OC2CCOC2=O)c1CC (stereo not drawn)	17	24
O=C(CN1CCCC1)Nc1ccc(NC(=O)Nc2ccccc2Cl)cc1	-18	22
CC(OC(=O)c1nsc(Cl)c1Cl)C(=O)NCc1cccs1 (stereo not drawn)	29	15
O=C(COC(=O)c1ccccc1)NCC1CCCO1 (stereo not drawn)	24	15
Cc1ccc(-c2nc3ccccn3c2NC(=O)c2ccco2)cc1	-42	27
SMILES	mHtt clearance	mHtt clearance grain fraction
c1coc(-c2nc3c4c5c(sc4ncn3n2)CCCC5)c1	-46	28
N#C/C=C\Oc1ccc(Cl)cc1N	23	26
O=C(COc1cccc(C(F)(F)F)c1)Nc1ccc(S(=O)(=O)N2CCCC2)cc1	7	19
CCOC(=O)N1CCN(C(=O)C(NC(=O)C2CCC(C)CC2)C(C)C)CC1 (stereo not drawn)	35	25
CC(C)C(NC(=O)C1CCC(C(C)(C)C)CC1)C(=O)NCc1cccnc1 (stereo not drawn)	19	19
Cn1c(=O)n(Cc2ccc(F)cc2)c(=O)c2c1nc1n2CCCN1C1CCCCC1	32	14
CCOc1cc(NC(=S)Nc2cccc(C)c2)c(OCC)cc1NC(=O)CC(C)C	-9	33
CC1C(=O)C(C)C(c2ccc3c(c2)OCO3)NC1c1ccc2c(c1)OCO2 (stereo not drawn)	20	29
COc1cc(OC)cc(-c2nc3nc(C)c(CCC(=O)NCc4ccco4)c(C)n3n2)c1	18	29
COc1cc(Cl)c(C)cc1NC(=O)CSc1nnc(-c2cccnc2)n1Cc1ccco1	-17	50
O=C(CCC1COc2ccccc2O1)Nc1ccccn1 (stereo not drawn)	-31	23
Cc1cc(C)c(NC(=O)OCCN2CCOCC2)c(C)c1	-40	47
CCc1nc(SCC(=O)Nc2ccccc2C(=O)OC)n[nH]1	34	12
Cc1cc(NS(=O)(=O)Cc2ccccc2)cc(C)c1OCC(=O)N1CCOCC1	-16	22
Cc1ccc(C(=O)CSc2nnc(COc3ccc(C#N)cc3)n2-c2ccccc2)cc1	-29	25
Cc1ccc(-n2nc(C)c3c2OC(N)=C(C#N)C3c2ccc(C)o2)cc1 (stereo not drawn)	-17	22
COc1ccc(-c2cc(=O)oc3c(C)c(O)c(CN(C)C)cc23)cc1	55	9.2
O=C(c1ccc2c(c1)C(=O)N(c1ccc(Cl)cc1)C2=O)N1CCN(c2ccccn2)CC1	-37	61
C=CCOc1ccc(CNC(C)(C)C)cc1OC	-46	57
CCOC(=O)N1CCN(S(=O)(=O)c2c(C)cc(C)cc2C)CC1	-25	26
Cc1ccc(CNC(=O)c2ccccc2NC(=O)CSc2nnnn2C)cc1	-46	55
C=CCNc1nc2c(c(=O)n(C)c(=O)n2C)n1CCCCCC	-52	25
O=c1oc2cc(Br)ccc2n1CSC1=NCCS1	-26	50
CC(C)(C)NC(=O)C1CCN(S(=O)(=O)c2ccc(Br)cc2)CC1	30	14
CC1=C(C#N)C(Nc2cccc(C)n2)(C(F)(F)F)C(=O)N1 (stereo not drawn)	27	29

Grouped by structure: those above containing a cyano group.
SMILES	mHtt clearance	mHtt clearance grain fraction
Cc1c(C(=O)N2CCCC2)sc(NC(=O)c2ccc(Cl)cc2)c1C#N	23	14
N#CC1=C2SCN(c3ccc(F)cc3)CN2C(=O)CC1c1cccc(F)c1 (stereo not drawn)	13	43
CCOc1ccc2cc(C#N)c(SCC(=O)NC(C)CC)nc2c1 (stereo not drawn)	53	9.9
COc1cc2c(cc1OC)C(/C(C#N)=N\O)=NC(C)(C)C2	47	9.8
N#C/C=C\Oc1ccc(Cl)cc1N	23	26
Cc1ccc(C(=O)CSc2nnc(COc3ccc(C#N)cc3)n2-c2ccccc2)cc1	-29	25
Cc1ccc(-n2nc(C)c3c2OC(N)=C(C#N)C3c2ccc(C)o2)cc1 (stereo not drawn)	-17	22
CC1=C(C#N)C(Nc2cccc(C)n2)(C(F)(F)F)C(=O)N1 (stereo not drawn)	27	29

(list continues)
SMILES	mHtt clearance	mHtt clearance grain fraction
CCOC(=O)Cn1c(=O)oc2cc(S(=O)(=O)N(C)Cc3ccco3)ccc21	-142	81
COC(=O)c1ccccc1NC(=O)/C=C/c1cc(OC)c(OC)c(OC)c1	2	23
CC(C)CC(NC=C1C(=O)OC(C)(C)OC1=O)C(=O)O (stereo not drawn)	-36	46
COc1ccc(S(=O)(=O)NCCC(=O)NCc2ccc(F)cc2)cc1	-47	54
CC1Cc2ccccc2N1C(=O)C1CCCN(S(=O)(=O)c2cccc3nsnc23)C1 (stereo not drawn)	1	34
Cc1cccc(OCC(=O)O/N=C(\N)c2ccccn2)c1C	-84	69
O=C(NCc1ccco1)C1CCN(S(=O)(=O)Cc2ccccc2)CC1	20	14
Cc1ccc(CS/C(Nc2ccccc2C)=C(\C#N)C(=O)NCc2ccco2)c(C)c1	25	31
COc1ccc(OC)c(C(=O)CSc2nnc(-c3cccs3)n2C)c1	-37	28
CCOc1ccc(OCc2ccc(C(=O)O)o2)cc1	-16	41
CC1(C)CC(=O)C2=C(C1)N(CC1CCCO1)C(=O)C2(NC(=O)c1cccnc1)C(F)(F)F (stereo not drawn)	2	30
COc1ccc(CCNc2ncnc3c2oc2ccccc23)cc1OC	6	18
CCOC(=O)C1CCN(C(=O)Nc2ccc3nc(-c4ccco4)c(-c4ccco4)nc3c2)CC1	2	18
CC1(C)CC(=O)c2sc(NS(=O)(=O)Cc3ccccc3)nc2C1	-6	39
CCOc1ccc(-n2c(=O)c3sccc3n(CC(=O)NCc3ccco3)c2=O)cc1	-12	21
O=C(NC1CC1)C1C2C3C4CC5C3C5C4C12 (stereo not drawn)	16	28
COc1cccc(C(=O)NCC(c2cccnc2)N2CCN(c3ccccc3OC)CC2)c1 (stereo not drawn)	8	30
Cc1ccc(Cn2nnc3c(=O)[nH]c(C4CCN(C(=O)c5cccs5)CC4)nc32)cc1	30	14
CCCC1CCc2c(sc(NC(=O)OCC)c2C#N)C1 (stereo not drawn)	40	11
COc1ccc(-c2ccc(=O)n(CC(=O)Nc3nnc(C(C)C)s3)n2)cc1OC	16	33
CCNc1ccc2noc3c2c1C(=O)c1ccccc1-3	37	13
CCOC(=O)c1cn(CC)c2ccc(S(=O)(=O)N3CCC(C)CC3)cc2c1=O	0	41
O=C(Cc1cc(=O)[nH]c(=O)[nH]1)NCCN1CCOCC1	19	40
COc1ccc(C(=O)Nc2nc(N)n(-c3ccccc3)n2)cc1OC	9	31
Cc1ccc(C)c(N2CCN(C(=O)Cn3cccc3)CC2)c1	17	31
SMILES	mHtt clearance	mHtt clearance grain fraction
O=C(c1cc(-c2ccco2)on1)N1CCCc2ccccc21	-19	48
CC1CCCC(NC(=O)c2n[nH]c(=O)c3ccccc23)C1C (stereo not drawn)	20	28
COc1ccc(C)cc1NC(=O)Cn1cnc2sc(C)c(S(=O)(=O)N3CCOCC3)c2c1=O	56	7.8
COc1ccc(-c2cc(=O)c3ccccc3n2C)cc1	66	5.7
Cc1cccc(NC2SC(=O)N(CC(=O)O)C2=O)c1 (stereo not drawn)	-13	23
Cc1nn(Cc2ccccc2)c(C)c1NC(=O)CSc1nc2sc3c(c2c(=O)n1C)CCC3	-11	19
C/C(N)=C(/C#N)C(=O)COC(=O)c1cc(C)n(-c2ccc(F)cc2)c1C	30	13
CS(=O)(=O)N1CCC(NC(=O)Cc2ccccc2)CC1	-27	47
Cn1c(=O)c2c(ncn2CC(=O)N(Cc2ccccc2)c2ccccn2)n(C)c1=O	-12	33
CC(C)(C)OC(=O)N1CCC[C@H]1c1nnc(SCc2ccc(Cl)cc2Cl)o1	26	15
COc1ccccc1CN1C(=O)[C@@H]2C(CC(N)=O)NC3(C(=O)Nc4c3ccc(Cl)c4C)[C@@H]2C1=O (stereo partly drawn)	-18	51
COc1cccc(C(=O)O/N=C(\N)c2ccc([N+](=O)[O-])cc2)c1OC	24	16
N/C(=N\OC(=O)Cc1ccc(-c2ccccc2)cc1)c1cccnc1	20	31
Cc1noc(C)c1COc1ccc(C(=O)OCC(=O)NC(=O)C2COc3ccccc3O2)cc1 (stereo not drawn)	-56	47
CCOC(=O)c1c(NC(=O)CSc2nnc(-c3ccncc3)n2Cc2ccco2)sc(C(C)=O)c1C	-63	33
c1ccc(CCn2nnnc2C(c2cccnc2)N2CCN(c3ccccc3)CC2)cc1 (stereo not drawn)	-36	43
CCc1ccc(OCc2nc(-c3ccccn3)no2)c(Br)c1	-14	22
CC1=CC(C)(C)N(C(=O)c2ccccc2)c2ccccc21	-62	32
CCCCC1S/C(=N/N=C/c2ccc(OC)cc2)N(Cc2ccc(OC)cc2)C1=O (stereo not drawn)	-13	49
Cn1ncc(Cl)c1C(=O)Nc1ccncc1	31	14
CCN(CC)CCN(Cc1cc2cc3c(cc2[nH]c1=O)OCCO3)C(=O)NC1CCCCC1	-26	43
COc1cc2[nH]c(=S)n(CCN3CCOCC3)c(=O)c2cc1OC	-18	23
O=C(Cn1cccc1)NCc1cccs1	-25	43
COc1ccc(Oc2nccc(-c3ccccc3)c2C#N)cc1	-32	51
O=C(Cn1nnc(-c2ccc(Cl)cc2)n1)NCCC1=CCCCC1	25	21
Nc1nonc1-c1nc2ccccc2n1Cc1ccc(F)cc1Cl	25	27
COc1ccccc1N1CCN(CC(=O)NCC2CCCO2)CC1 (stereo not drawn)	50	9.7

Profiles, quoted from the list. Order of screens: mHtt clearance, mHtt clearance grain fraction
C/C(N)=C(/C#N)C(=O)COC(=O)c1cc(C)n(-c2ccc(F)cc2)c1C is listed as 30, 13
COc1ccccc1N1CCN(CC(=O)NCC2CCCO2)CC1 (stereo not drawn) is listed as 50, 9.7

The list is partial; the hit share may differ from the screen's.
